RTF Ca sens inh – cardiac RTF calcium desensitization; 340,000 compounds, 0.12% hits; inhibition, % at 7.15 µM; P19429+P45379; IANBD-labeled cardiac RTF, Ca2+ fluorescence;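 active means inhibition above the mean inhibition of all tested compounds plus 3 SD, cut at about 17% in these data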;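 further: assay run at fixed EC70 calcium of 1.6 mM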
NSD2 inh – NSD2 (human) methyltransferase inhibition. NSD2 peptide methylation, AlphaScreen, 120 min. inhibition, % at 12.5 µM. 310,000 compounds, 0.54% hits. AID 743445; in the data active means inhibition above about 50%
Keap1 Nrf2 FP – disrupts human Keap1 binding to Nrf2 peptide. Keap1 Kelch-Nrf2 peptide fluorescence polarization, 1536-well. inhibition, % at 9.4 µM. 340,000 compounds, 0.15% hits; in the data active means inhibition above about 12%;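 further: human Keap1 Kelch domain with fluorescein labeled Nrf2 9mer peptide probe; 0% = neutral control wells and 100% = peptide positive control; higher means more block of Keap1 binding to Nrf2 peptide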
Target sequence (Q14145 whole entry, looked up, the tested form may be a part): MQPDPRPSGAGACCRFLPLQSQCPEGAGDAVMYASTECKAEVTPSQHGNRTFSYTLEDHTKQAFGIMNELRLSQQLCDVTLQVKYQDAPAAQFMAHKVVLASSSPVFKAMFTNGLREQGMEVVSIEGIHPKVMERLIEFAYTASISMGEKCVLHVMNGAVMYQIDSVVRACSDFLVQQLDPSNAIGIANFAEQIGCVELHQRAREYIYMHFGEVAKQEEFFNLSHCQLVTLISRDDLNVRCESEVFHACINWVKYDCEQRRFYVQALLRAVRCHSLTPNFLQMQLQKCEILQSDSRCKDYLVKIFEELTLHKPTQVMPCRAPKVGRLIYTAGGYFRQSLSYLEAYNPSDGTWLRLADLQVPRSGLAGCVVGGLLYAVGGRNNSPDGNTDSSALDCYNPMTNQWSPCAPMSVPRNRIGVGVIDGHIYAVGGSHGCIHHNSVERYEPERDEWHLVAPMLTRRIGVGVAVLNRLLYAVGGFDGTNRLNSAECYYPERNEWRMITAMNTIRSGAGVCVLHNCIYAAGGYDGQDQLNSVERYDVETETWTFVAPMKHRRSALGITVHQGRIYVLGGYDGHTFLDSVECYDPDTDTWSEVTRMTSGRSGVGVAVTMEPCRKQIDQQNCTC
C-LANA FP – KSHV C-LANA DNA binding inhibition; MBP-C-LANA/FAM-LBS DNA binding, fluorescence polarization; inhibition, % at 9 µM; 340,000 compounds, 0.078% hits; AID 504423;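 active means highest replicate inhibition at or above 60% at 9 µM, even if other replicates fall short; inactive means all replicates below 60% inhibition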;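 further: 0% = neutral control wells and 100% = 4 µM acridine orange control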
SR-BI uptake up – activators of SR-BI mediated HDL lipid uptake. CHO ldlA[mSR-BI] cells, DiI-HDL uptake fluorescence, 3 h; 100 = double the neutral-control signal. activation, % at 12.5 µM. 320,000 compounds, 0.096% hits. AID 504775;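 active means mean replicate activation of at least 60% and every replicate at or above 60%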;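 further: 0% = median plate neutral-control signal and 100% = twice that signal; values of inactives mirror those of a sister screen read the other way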
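System: CHO ldlA[mSR-BI] cells / Medium: HEPES-buffered (25 mM, pH 7.4) F12 plus 0.5% BSA / Probe or stimulus: labelled HDL, 10 µg/mL / Doses: single compound concentration, delivered by pin transfer / Schedule: 3 h, 37 °C / Measured by: DiI fluorescence, bottom read / Measure: cell-associated DiI fluorescence as measure of HDL uptake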
PKA-R2B activ – activators of human PKA-R2B complex; AID 504700; 340,000 compounds, 0.079% hits; PKA-R2B holoenzyme dissociation, Cy5-IP20 fluorescence polarization; R2B truncated from residue 108, S112A mutant; 0% DMSO only, 100% 113 µM cGMP; activation, % at 11.4 µM;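 active means activation above a cutoff set at the mean over all compounds plus 3 SD, cut at about 18% in these data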;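 further: higher means more holoenzyme dissociation and a rise in polarization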
PvdQ acylase – P. aeruginosa PvdQ acylase inhibition. purified PvdQ acylase, fluorescence plate reader. inhibition, % at 10 µM. 340,000 compounds, 0.063% hits. AID 488965; in the data active means inhibition above about 30%, passing the limit was not always enough;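 further: 0% = vehicle neutral wells and 100% = reference inhibitor wells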
DAGLB inhibitor – blocks human DAGLB lipase activity | Q8NCG7 | HEK293T DAGLB membrane lysate, EnzChek fluorogenic substrate | inhibition, % at 5.17 µM | 340,000 compounds, 0.059% hits | AID 504411; in the data active means inhibition above about 34%;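 further: 0% = enzyme with vehicle and 100% = wells lacking enzyme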
Arrestin-AP2 inh – inhibitors of human beta-arrestin and AP2 interaction; 340,000 compounds, 0.31% hits; AID 504490; inhibition, % at 10 µM; FITC-arrestin peptide / GST-AP2 beads, flow cytometry; AP2 beta2 appendage carries R879A mutation;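 active means inhibition above a set limit, near 3 SD of compounds lacking own fluorescence, cut at about 54% in these data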;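 further: plate controls were DMSO wells for no effect and 5 µM unlabelled arrestin peptide for full effect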
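Material – AP2 appendage R879A on GSH beads · Buffer or medium – PBS with 0.05% Tween 20 and 0.1% BSA · Probe or stimulus – fluorescein-tagged arrestin peptide at 50 nM final · Incubation – compound with beads 12 min RT, then probe 1 h RT · Detection – high-throughput flow cytometry of beads, ex 488, em 535 nm · Evaluation – percent response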
SR-BI DiI inh – mouse SR-BI HDL lipid transfer inhibition; Q61009; ldlA[mSR-BI] CHO cells, DiI-HDL uptake fluorescence, 3 h; inhibition, % at 12.5 µM; 320,000 compounds, 0.96% hits;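 active means mean replicate inhibition of at least 70% and a set share of replicates each scoring 70 or more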;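 further: 0% = median of neutral control wells and 100% = median of positive control wells; values of inactives mirror those of a sister screen read the other way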
Target sequence (Q61009 whole entry, looked up): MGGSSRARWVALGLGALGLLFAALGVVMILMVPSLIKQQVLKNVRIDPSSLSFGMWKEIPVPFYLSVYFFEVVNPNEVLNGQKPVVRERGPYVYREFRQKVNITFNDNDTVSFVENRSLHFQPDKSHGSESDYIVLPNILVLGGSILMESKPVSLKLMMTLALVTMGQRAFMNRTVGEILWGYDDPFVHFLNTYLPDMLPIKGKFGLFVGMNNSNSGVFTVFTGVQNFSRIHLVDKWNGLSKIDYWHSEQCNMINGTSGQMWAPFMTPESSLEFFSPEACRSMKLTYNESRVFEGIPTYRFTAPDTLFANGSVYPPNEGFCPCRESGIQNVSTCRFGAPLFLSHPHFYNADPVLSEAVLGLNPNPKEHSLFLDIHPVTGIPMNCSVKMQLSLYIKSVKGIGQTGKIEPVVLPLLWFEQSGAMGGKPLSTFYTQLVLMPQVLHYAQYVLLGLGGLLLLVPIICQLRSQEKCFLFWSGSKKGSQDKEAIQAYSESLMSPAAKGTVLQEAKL
The depositor's hits bear a star; / = not tested or not shown.

Values run as follows: RTF Ca sens inh	NSD2 inh	Keap1 Nrf2 FP	C-LANA FP	SR-BI uptake up	PKA-R2B activ	PvdQ acylase	DAGLB inhibitor	Arrestin-AP2 inh	SR-BI DiI inh
1) Nc1nc(NC(=O)C(Cl)(Cl)Cl)nn1-c1ccccc1
  -5	-1	0	-0.9	12	-12	3	2	2	-12
2) Cc1ccc(-c2ccc(/C=N/c3ncn[nH]3)o2)cc1Cl
  -3	1	0	0.5	11	4	-10	-2	2	-11
3) Cc1ccc(-c2nc3cc(Cl)ccc3o2)cc1
  -1	7	0	-0.1	4	2	5	-2	7	-4
4) Cn1nccc1C(=O)Nc1ccc(Cl)cc1
  -5	-4	-4	-0.5	-12	-7	-20	-1	-9	12
5) CCN(CC(=O)NCc1cccs1)C(=O)c1ccc(S(=O)(=O)Nc2cccc(C)c2C)cc1
  2	18	-3	-2.4	-17	2	-11	-1	-6	17
6) Cc1ccc(C)c(S(=O)(=O)NC2CCS(=O)(=O)C2)c1 (stereo not drawn)
  1	-1	-1	-2.6	1	-10	-1	0	21	-1
7) CCCOc1ccc(C2C(C(=O)c3ccco3)=C(O)C(=O)N2CCCn2ccnc2)cc1 (stereo not drawn)
  -6	1	-5	-0.4	25	-1	-15	0	2	-25
8) COc1ccccc1NC(=O)/C(C#N)=C/C=C/c1ccco1
  0	/	-5	3.8	-17	3	-5	-2	-2	17
9) Cc1ccc2nc(-c3cc(N)cc(N)c3)oc2c1
  -3	2	-2	1.2	-3	7	-10	3	-6	3
10) CC(=O)c1cccc(NS(=O)(=O)N(C)C)c1
  1	-3	0	0.2	5	-17	-7	0	-10	-5
11) O=C1OC(c2ccccc2)(c2cc(Br)ccc2O)c2ccccc21 (stereo not drawn)
  -12	-2	-5	1.0	-18	-8	-12	0	1	18
12) O=C(NC1CCCC1)C(c1ccncc1)N(C(=O)c1ccco1)c1ccc(Cl)cc1 (stereo not drawn)
  -27	0	0	-0.5	3	7	-8	1	7	-3
13) Cc1ccccc1OC(C)C(=O)Nc1ccc(S(=O)(=O)Nc2nccs2)cc1 (stereo not drawn)
  4	4	-3	-0.9	/	-1	-8	4	2	/
14) COc1ccc(C(=O)NCC(=O)N2CC=C(c3ccccc3)CC2)cc1OC
  -2	-2	-6	-0.9	-28	-3	9	-1	19	28
15) CCOc1ccccc1C1CC(c2ccc(Br)cc2)Nc2nc(N)nn21 (stereo not drawn)
  -8	/	-2	0.8	-7	-8	-17	4	-5	7
16) CCc1ccc(C(=O)OCC(=O)N(CCOC)c2c(N)n(Cc3ccccc3)c(=O)[nH]c2=O)cc1
  -12	1	2	-0.3	-3	-5	-15	1	-1	3
17) CN1C2=C(C#N)C(c3ccccc3)(C(F)(F)F)NC(=O)N2c2ccccc21 (stereo not drawn)
  -3	-1	-9	0.7	-9	2	-1	1	5	9
18) CC[C@@H]1CN(C)[C@H]2Cc3c([nH]c4ccccc34)C(=O)C[C@@H]1[C@@H]2C(=O)OC
  8	/	-1	1.3	36	6	2	0	5	-36
19) COc1c(C)cccc1C(=O)Nc1ccc(N2CCOCC2)c(Cl)c1
  2	1	-3	-0.9	-18	-10	4	-1	13	18
20) COc1ccccc1OC(C)c1nnc(SCC(=O)Nc2c(C)n(C)n(-c3ccccc3)c2=O)n1-c1ccccc1 (stereo not drawn)
  7	1	-3	-0.1	-18	-10	-1	-1	-2	18
21) O=C(O)c1cccc(S(=O)(=O)NCc2cccs2)c1
  -7	0	0	-0.6	15	-2	4	2	6	-15
22) O=C(NC1(C(F)(F)F)NC(=O)N(Cc2cccnc2)C1=O)c1ccc(F)cc1 (stereo not drawn)
  -3	-1	0	0.0	28	4	5	-2	2	-28
23) CCOC(=O)C1CCCN(S(=O)(=O)Cc2ccccc2)C1 (stereo not drawn)
  1	-2	-1	0.4	17	-14	-2	-4	0	-17
24) Cc1nc2c(c(C)c1C#N)C(=O)c1ccccc1-2
  -11	3	-4	1.9	3	3	-10	-3	-3	-3
25) CCOC(=O)C1CCN(S(=O)(=O)c2ccc(OC)c(Cl)c2)CC1
  -6	-4	2	-2.4	7	-6	0	-5	-7	-7
26) Cc1cccc(CNc2ncnc3ccc(-c4cccnc4)cc23)c1
  -39	/	3	1.3	0	-8	-8	5	17	0
27) COc1cc(OC)cc(C(=O)N2CCN(C(=O)c3ccc(OC)c(OC)c3)CC2)c1
  1	0	-1	0.2	-11	0	-13	-1	2	11
28) CCOc1ccc(NC(=O)c2sc(N3CCOCC3)nc2-c2ccccc2)cc1
  -4	-2	-2	-1.1	-48	-4	6	2	0	48
29) Cc1cc(/C=N\NC(=O)CC(=O)NC2CCCCC2)c(C)n1-c1ccc(Cl)cc1
  2	5	-8	-2.4	-16	-6	-13	-1	-3	16
30) Cc1cc(Oc2ccc(Cl)cc2)nc(SCC(=O)c2ccccc2)n1
  -4	-3	-2	-0.8	-25	14	-13	-7	5	25
31) Cc1cnc(NC(=O)CSc2nnc(-c3ccccc3)n2Cc2ccccc2)s1
  5	0	-5	2.1	-30	4	-6	3	-6	30
32) Cc1ccc(Cl)c(OCC(=O)NCc2ccco2)c1
  -14	8	-4	2.3	-2	-1	-14	-2	1	2
33) O=C(CSc1nc(=O)n2ccccc2n1)Nc1cccc2ccccc12
  -4	0	4	0.0	-11	-5	-6	-2	-6	11
34) N=c1c(C(=O)NCC2CCCO2)cc2c(=O)n3ccccc3nc2n1C1CCCC1 (stereo not drawn)
  -1	20	2	-1.7	13	4	-69	-1	20	-13
35) Cc1ccc(S(=O)(=O)N2CCN(C(=O)c3ccccc3-c3nc4ccccc4s3)CC2)c(C)c1
  -9	1	4	-1.8	-11	-6	4	0	66*	11
36) CCCCC(=O)Nc1ccc(C(N)=O)cc1
  11	-3	0	-1.7	-5	5	5	0	6	5
37) CCN(CC)S(=O)(=O)c1ccc(N2CC(C(=O)N3CCOCC3)CC2=O)cc1 (stereo not drawn)
  -5	-3	4	-0.8	-6	0	-4	0	-3	6
38) COc1ccc(OC)c(-c2cc(C(=O)N/N=C(\C)c3cccnc3)c3ccccc3n2)c1
  -7	-1	-5	-0.9	-3	-3	-9	-6	-17	3
39) CCN(CC)CCN1C(=O)C(=O)/C(=C(/O)c2ccc3c(c2)CC(C)O3)C1c1ccc(OC)cc1 (stereo not drawn)
  -3	2	0	0.1	14	-3	-13	3	-9	-14
40) O=C(O)COc1ccc2nsnc2c1Cl
  -4	-1	-3	0.1	35	5	0	0	1	-35
41) Cc1ccc(S(=O)(=O)Nc2nc3ccccc3nc2Nc2cccc(S(=O)(=O)N3CCCC3)c2)cc1
  -17	4	5	0.0	/	3	1	3	40	/
42) CCCCOc1ccc(/C=C/C(=O)NCCc2nc3ccccc3[nH]2)cc1
  0	-9	-6	0.7	-45	-8	-11	-1	-6	45
43) O=S(=O)(c1cccs1)N1CCN(CC(O)COc2cc(Cl)ccc2Cl)CC1 (stereo not drawn)
  -2	0	-2	-0.2	12	-8	9	-2	16	-12
44) Cc1snc2sc(C(=O)c3ccc(F)cc3)c(N)c12
  -3	-2	-1	-0.1	-2	6	-7	1	-9	2
45) CCC(C)NC(=O)COC(=O)c1cc([N+](=O)[O-])ccc1Sc1nc(C)cs1 (stereo not drawn)
  1	2	-3	-1.0	-17	-7	2	1	0	17
46) COc1cc(CNc2nc3ccccc3s2)cc(OC)c1OC
  -8	0	-2	32	-2	-5	13	0	5	2
47) Cc1cc(=O)oc2c(C)c(OCC(=O)NCCCn3ccnc3)ccc12
  -1	-8	-2	-1.8	12	-3	-8	-2	0	-12
48) CCOc1cc(C(=O)Nc2ccc([N+](=O)[O-])cn2)cc(OCC)c1OCC
  4	-2	8	-3.0	-67	1	11	-6	-3	67
49) COc1ccc(/C=N/n2cnc3c([nH]c4ccc(C)cc43)c2=O)cc1CN1CCCC1
  -1	0	-3	-0.4	/	6	-3	2	7	/
50) COc1ccc(/C=C/C(=O)NC(=S)NCCc2ccc(OC)c(OC)c2)cc1
  -2	1	-2	4.3	-83	15	-4	-2	10	83*

Continuation.
Values run as follows: RTF Ca sens inh	NSD2 inh	Keap1 Nrf2 FP	C-LANA FP	SR-BI uptake up	PKA-R2B activ	PvdQ acylase	DAGLB inhibitor	Arrestin-AP2 inh	SR-BI DiI inh
51) COc1ccc(NC(=O)CN2CCCN(S(=O)(=O)c3ccc(F)cc3)CC2)cc1
  -5	-8	1	-0.2	-26	-1	16	2	-2	26
52) CC(C)(C)S(=O)(=O)c1cnc(-c2cnccn2)nc1N
  /	-1	-3	-0.4	23	/	-8	/	0	-23
53) CSc1ccc(CN2CCC(CO)(Cc3ccc(Cl)cc3)CC2)cc1
  1	15	-7	-0.6	/	-8	-14	2	5	/
54) COc1ccc(NC(=O)c2oc3ccccc3c2NC(=O)c2ccco2)cc1
  -6	17	-4	0.7	-57	-6	-5	-7	-14	57
55) Cc1cccn2c(=O)nc(SCC(=O)NCc3ccc(F)cc3)nc12
  -3	0	2	0.6	3	4	6	2	21	-3
56) CC1=C(C(=O)Nc2ccc([N+](=O)[O-])cc2)C(c2cccc(C(F)(F)F)c2)NC(=S)N1c1ccccc1 (stereo not drawn)
  -4	-2	0	-0.2	-17	-4	2	0	-8	17
57) Cc1cc(Br)ccc1NC(=O)c1ccc(-n2cncn2)c([N+](=O)[O-])c1
  -8	-1	0	0.4	-21	2	-9	4	29	21
58) CCN(CC(=O)NC(C)C)C(=O)c1ccc(S(=O)(=O)N(C)c2ccccc2OC)cc1
  -4	-2	0	0.0	-1	4	-4	4	27	1
59) N/C(CCN1CCOCC1)=N/O
  -6	-3	-1	0.5	38	-12	-15	-3	-8	-38
60) COc1ccc(OCCOC(=O)c2cccs2)cc1
  -9	3	-4	1.4	-10	-2	-2	-4	9	10

Overlap with the part before: two compounds; new compounds follow.
Values run as follows: RTF Ca sens inh	NSD2 inh	Keap1 Nrf2 FP	C-LANA FP	SR-BI uptake up	PKA-R2B activ	PvdQ acylase	DAGLB inhibitor	Arrestin-AP2 inh	SR-BI DiI inh
59) N/C(CCN1CCOCC1)=N/O
  -6	-3	-1	0.5	38	-12	-15	-3	-8	-38
60) COc1ccc(OCCOC(=O)c2cccs2)cc1
  -9	3	-4	1.4	-10	-2	-2	-4	9	10
61) Cc1cc(C(=O)COC(=O)c2cccnc2Cl)c(C)n1CC1CCCO1 (stereo not drawn)
  -11	-2	-1	-0.6	-8	6	-14	0	-2	8
62) COc1ccc(C2N(c3ccccc3)C(=O)C2(F)F)cc1OC (stereo not drawn)
  -6	-3	0	3.4	-6	-4	4	-5	5	6
63) CCSc1nnc(NC(=O)[C@H](C)N2C(=O)C3CC=CCC3C2=O)s1 (stereo partly drawn)
  -4	-4	2	2.1	29	-3	-4	-2	-23	-29
64) CCN(CC)S(=O)(=O)c1cc(NC(=O)c2ccccc2OCc2c(C)noc2C)ccc1C
  -7	-1	-3	1.2	-16	-4	-9	-3	-14	16
65) COc1ccc(S(=O)(=O)N(CC(=O)N2CCOCC2)c2ccc(F)cc2)cc1OC
  -6	-1	-1	-0.2	20	10	-7	0	23	-20
